Screening results (PubChem BioAssay)
RECQ1 helicase: blocks DNA unwinding by human RECQ1 | P46063 | RECQ1 DNA unwinding, red fluorescence kinetic read | Potency, µM (top dose mostly 57.3 µM), for inactives: at the highest dose activity, negative = inhibition, most hits filed as inhibitors | 240,000 compounds, 0.54% hits;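 note: plate controls were vehicle for no effect and no enzyme for full effect; nearly all actives have a fitted effect of over 30% in size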
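50 nM RECQ1T1 preincubated 15 min with compound in Tris pH 8.0 buffer with MgCl2, DTT, Tween-20 and 2.5 ug/ml poly(dI-dC); started with 200 nM TAMRA/BHQ-2 forked duplex and 2 mM ATP. Unwinding read as fluorescence (525/598 nm), two reads 2 h apart.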
TRb SRC2 PPI: inhibitors of human thyroid hormone receptor beta-SRC2 interaction; Potency, µM (highest dose often 106 µM), for the others: top-dose activity change, negative = inhibition, hits mostly inhibitors; P10828; 280,000 compounds, 0.065% hits; AID 1469; TRbeta-SRC2 peptide binding, fluorescence polarization; receptor liganded with 1 µM T3;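 note: plate controls were bound peptide for no effect and peptide without receptor for full effect; nearly all actives have a fitted effect of over 50% in size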
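Human TRb ligand-binding domain (0.6 uM) is mixed with 20 nM Texas Red SRC2 peptide and 1 uM T3; after compound addition and 5 hr at ambient temperature, polarization is measured and normalized to unbound and bound controls.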
HTT cytoprotect: Huntington cell model cytoprotection by ATP luminescence; AID 1471; PC12 HTT-Q103 induced, cytoprotection, ATP luminescence, 40 h; Potency, µM (titrated, usually from 56.4 µM), for inactives: cytoprotection (ATP increase), hits mostly activators; 230,000 compounds, 0.14% hits;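 note: % of control where 0% means no effect; nearly all actives have a fitted effect of over 45% in size; toxic huntingtin expression switched on by the ecdysone agonist tebufenozide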
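PC12 cells stably carrying ecdysone-inducible Htt exon 1 (Q103)–GFP were induced with 100 nM tebufenozide (final) alongside library compounds in a dose series. Cytoprotection was scored as retained ATP by ATPlite luminescence.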
TexasRed fluor: Texas Red fluorescence interference in TRb-SRC2 counter-screen. TRb/SRC2 Texas Red total fluorescence interference. Potency, µM (top dose mostly 106 µM), for inactives: at the top dose fluorescence change, negative = quenching. 280,000 compounds, 0.29% hits. AID 1479; active = well fitted curve in either direction with a large enough effect; inconclusive = small, poorly fitted or top-dose-only effect; note: % is set by controls: 0 for no effect and ±100 for the full control effect
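Flags fluorescent or light-absorbing compounds by total fluorescence, S + 2P, at 555 nm excitation and 632 nm emission. Mixture: 20 nM Texas Red SRC2 peptide, 0.6 uM human TRb LBD, 1 uM T3, 5% DMSO; compound exposure 5 h at ambient temperature.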
Starred values were filed as active, the others as inactive; i = inactive; ? = inconclusive; . = no result given; [ ] = remark or other dose. Unless noted, calls come from the whole dose curve; as a rule, active = well fitted curve in the direction sought with a large enough effect; inconclusive = small, poorly fitted or top-dose-only effect, or another doubt; inactive = no such curve, though single readings can be large; an effect the other way counts as inactive or inconclusive. Potency is the fitted concentration of half-maximal effect.

SMILES	RECQ1 helicase	TRb SRC2 PPI	HTT cytoprotect	TexasRed fluor
O=C(O)CCCCCCCCCCC(=O)O	.	7%[201 µM]	.	1%[201 µM]
O=C(O)CCCCCCC(=O)O	.	1%[201 µM]	.	3%[201 µM]
c1ccc(B(c2ccccc2)c2ccccc2)cc1	.	2%[201 µM]	.	1%[201 µM]
Cn1c(=O)[nH]c(=O)n(C2CCC(O)CC2)c1=O (stereo not drawn)	.	0%[201 µM]	.	-5%[201 µM]
CC(C=CC1=C(C)CCCC1(C)C)=CC=CC(C)=CC(=O)Nc1ccc(O)cc1	.	-3%[201 µM]	.	-2%[201 µM]
O=C(O)C1(C(=O)Nc2ccc(Cl)cc2Cl)CC1	.	0%[201 µM]	.	0%[201 µM]
CCNc1nc(NC(C)CC)nc(OC)n1 (stereo not drawn)	.	0%[201 µM]	.	0%[201 µM]
CN1CCCC2(CCN(C(=O)c3cc(C(F)(F)F)cc(C(F)(F)F)c3)CC2)C1	-4%	.	-11%	.
N#CCCn1c(=O)c(-c2cccs2)nc2cnc(N3CCNCC3)nc21	i	.	?	.
CCNc1ncc2nc(-c3ccccc3)c(=O)n(C[C@H]3CCCO3)c2n1	i	.	1%	.
CN(C)c1ncc2nc(-c3cc(F)cc(F)c3)c(=O)n(C[C@H]3CCCO3)c2n1	8%	.	3%	.
c1ccc(CNc2ncnc3ccc(-c4ccc5c(c4)OCO5)cc23)cc1	-2%	.	-247%[inhibitor]	.
CC(=O)NCCNc1ncnc2ccc(-c3c(C)noc3C)cc12	-2%	.	-65%[inhibitor]	.
CC(=O)NCCNc1nc(-c2ccc3c(c2)OCO3)nc2ccccc12	-4%	.	-17%	.
COc1ccccc1CNc1ncncc1-c1ccccc1C(F)(F)F	-7%	.	1%	.
CN(C)c1ncc2nc(-c3ccccc3)c(=O)n(Cc3cccs3)c2n1	-3%	.	-131%[inhibitor]	.
COc1cccc(Cn2c(=O)c(-c3cccs3)nc3cnc(N(C)C)nc32)c1	-2%	.	-94%[inhibitor]	.
CN(C)c1ncc2nc(CCc3ccccc3)c(=O)n(C3CC3)c2n1	i	.	9%	.
CN(C)c1ccc(-c2nccc(NCc3cccs3)n2)cc1	i	.	-266%[inhibitor]	.
O=C(c1cccc(F)c1)N1CCC2(CC1)CN(c1ccncc1)C2	i	.	24%	.
O=c1c(CCc2ccccc2)nc2cncnc2n1-c1ccccc1	-4%	.	-1%	.
O=C(Nc1cccc(F)c1)N1CCCC2(CCNCC2)C1	-10%	.	-6%	.
COCCn1c(=O)c(-c2cccs2)nc2cnc(N3CCOCC3)nc21	4%	.	-29%	.
c1cc(NC2CC2)nc(-c2ccoc2)n1	11%	.	-85%[inhibitor]	.
COc1ccc(NC(=O)N2CC[C@@]3(CCCN(C(=O)c4cc(C(F)(F)F)cc(C(F)(F)F)c4)C3)C2)cc1	-6%	.	-15%	.
The results go on.
SMILES	RECQ1 helicase	TRb SRC2 PPI	HTT cytoprotect	TexasRed fluor
c1cncc(-c2nccc(NCc3cccs3)n2)c1	-10%	.	-163%[inhibitor]	.
FC(F)(F)c1ccccc1-c1nccc(NCCN2CCOCC2)n1	i	.	9%	.
O=c1c(-c2ccc(Cl)cc2)nc2cnc(Nc3ccccc3)nc2n1C1CC1	-5%	.	18%	.
O=C(c1ccco1)N1CCC2(CC1)CN(c1ccccn1)C2	i	.	16%	.
COc1ccccc1-c1cc(NCc2ccccc2)ncn1	-3%	.	-31%[inhibitor]	.
COCCNc1ncnc2ccc(-c3c(C)noc3C)cc12	-13%	.	-98%[inhibitor]	.
COc1ccc(-n2c(=O)c(-c3ccc(F)cc3)nc3cncnc32)cc1	i	.	-10%	.
COc1ccc(-c2nc3cnc(N4CCOCC4)nc3n(-c3ccccc3)c2=O)cc1	-3%	.	3%	.
N#Cc1ccc(CN2CC3(CCN(C(=O)c4ccncc4)CC3)C2)cc1	-4%	.	4%	.
COC(=O)N1CCC[C@@]2(CCN(c3ccccn3)C2)C1	-10%	.	-48%[inhibitor]	.
Cc1noc(C)c1-c1cncnc1NCc1cccnc1	-7%	.	-4%	.
COc1ccc(CNc2ncnc3ccc(-c4cccnc4)cc23)c(OC)c1	3%	.	-131%[inhibitor]	.
COc1cccc(Cn2c(=O)c(C)nc3cnc(N(C)C)nc32)c1	-2%	.	-24%	.
CC(=O)N1CCC2(CCN(Cc3cc(C(F)(F)F)cc(C(F)(F)F)c3)CC2)CC1	i	.	-10%	.
Cn1c(=O)c(-c2cccs2)nc2cnc(OCc3ccccc3)nc21	i	.	-5%	.
COc1ccc(-n2c(=O)c(-c3ccc(Cl)cc3)nc3cnc(N4CCOCC4)nc32)cc1	-7%	.	-5%	.
Cc1noc(C)c1-c1ccc2ncnc(N(C)C)c2c1	i	.	-68%[inhibitor]	.
Cc1noc(C)c1-c1nccc(N2CCN(C)CC2)n1	i	.	5%	.
COc1ccc(CNc2cc(-c3cccc(C#N)c3)ncn2)c(OC)c1	i	.	-54%[inhibitor]	.
c1cncc(-c2cc(NCc3cccs3)ncn2)c1	-4%	.	11%	.
CC(C)CN1CC[C@@]2(CCCN(C(=O)c3cccc(F)c3)C2)C1	-1%	.	-2%	.
CC(C)NC(=O)N1CCC2(CC1)CCN(C(=O)c1csnn1)CC2	i	.	-27%	.
c1cncc(-c2ccc3ncnc(NC4CCNCC4)c3c2)c1	8%	.	8%	.
CC(=O)NCCNc1ncncc1-c1ccc(N(C)C)cc1	-5%	.	?	.
c1ccc(CNc2ncnc3ccc(-c4ccoc4)cc23)cc1	-18%	.	-23%	.
Further structures.
SMILES	RECQ1 helicase	TRb SRC2 PPI	HTT cytoprotect	TexasRed fluor
O=c1c(-c2cccs2)nc2cnc(Nc3ccccc3)nc2n1C[C@H]1CCCO1	-8%	.	0%	.
COc1ccc2[nH]cc(CCNc3cc(-c4ccc(C(=O)N(C)C)cc4)ncn3)c2c1	i	.	-13%	.
COCCn1c(=O)c(-c2ccc(F)cc2)nc2cnc(N(C)C)nc21	i	.	-34%[inhibitor]	.
CCNc1ncc2nc(-c3ccc(F)cc3)c(=O)n(-c3ccccc3)c2n1	i	.	-8%	.
CCNc1ncc2nc(-c3ccccc3)c(=O)n(C)c2n1	-7%	.	-48%[inhibitor]	.
CC(=O)NCCNc1nc(-c2ccc(C(=O)N(C)C)cc2)nc2ccccc12	i	.	-38%[inhibitor]	.
CN1CCN(c2ncc3nc(-c4cc(F)cc(F)c4)c(=O)n(C)c3n2)CC1	-6%	.	-47%[inhibitor]	.
COc1ccccc1CN1CCC2(CC1)CCN(C(=O)c1cc(C(F)(F)F)cc(C(F)(F)F)c1)CC2	-8%	.	-17%	.
Cc1cnc(CNc2nc(-c3ccccc3C)nc3ccccc23)cn1	i	.	-24%	.
COc1ccc(Oc2ncc3ncc(=O)n(Cc4ccc(F)cc4)c3n2)cc1	-9%	.	-133%[inhibitor]	.
CS(=O)(=O)N1CCC2(CCN(c3ccccn3)CC2)CC1	-9%	.	6%	.
CCNc1ncc2nc(-c3cc(F)cc(F)c3)c(=O)n(Cc3cccs3)c2n1	-4%	.	1%	.
Cc1cnc(CNc2cc(-c3ccccc3C)ncn2)cn1	-13%	.	-22%	.
COc1ccc(CNc2ncncc2-c2ccccc2OC)c(OC)c1	-14%	.	5%	.
Cc1nc2cnc(N3CCOCC3)nc2n(C2CC2)c1=O	-7%	.	-34%[inhibitor]	.
COc1ccc(-c2nc3cnc(Nc4ccccc4)nc3n(Cc3cccs3)c2=O)cc1	-11%	.	-2%	.
COc1ccc2[nH]cc(CCNc3ccnc(-c4cccnc4)n3)c2c1	i	.	?	.
COCCn1c(=O)c(-c2ccc(OC)cc2)nc2cnc(Oc3ccc(OC)cc3)nc21	-3%	.	6%	.
COc1cccc(Cn2c(=O)c(-c3ccccc3)nc3cnc(N4CCNCC4)nc32)c1	-8%	.	-24%	.
O=C(c1cccc(F)c1)N1CCC2(CCCN(Cc3nccs3)C2)CC1	-14%	.	?	.
CC(=O)N1CCC2(CCCN(C(=O)Nc3cccc(C#N)c3)C2)CC1	i	.	25%	.
N#Cc1cccc(-c2nc3cnc(N4CCOCC4)nc3n(C[C@H]3CCCO3)c2=O)c1	i	.	13%	.
O=C(c1cccc(F)c1)N1CCC2(CC1)CCN(c1ncccn1)CC2	i	.	-130%[inhibitor]	.
CNc1ccnc(-c2ccccc2C)n1	2%	.	-2%	.
N#CCCn1c(=O)c(-c2ccc(F)cc2)nc2cnc(Oc3ccccc3)nc21	-3%	.	-4%	.
(further entries)
SMILES	RECQ1 helicase	TRb SRC2 PPI	HTT cytoprotect	TexasRed fluor
Cc1cnc(CNc2ccnc(-c3ccccc3C(F)(F)F)n2)cn1	-3%	.	8%	.
CN1CCN(c2ncnc3ccc(-c4ccoc4)cc23)CC1	-3%	.	-30%[inhibitor]	.
N#CCCn1c(=O)cnc2cnc(OCc3ccccc3)nc21	i	.	5%	.
CC(C)CN1CCCC2(CCN(C(=O)c3cccn3C)CC2)C1	0%	.	-49%[inhibitor]	.
O=C(Nc1cccc(F)c1)N1CCCC2(CCN(C(=O)c3ccncc3)CC2)C1	-4%	.	-5%	.
CS(=O)(=O)N1CCC2(CC1)CN(Cc1cc(C(F)(F)F)cc(C(F)(F)F)c1)C2	3%	.	-28%	.
CN1CCN(c2ncc3nc(-c4cccs4)c(=O)n(-c4ccccc4)c3n2)CC1	16%	.	-74%[inhibitor]	.
CN(C)C(=O)c1ccc(-c2ccc3ncnc(NCc4ccccc4)c3c2)cc1	-2%	.	-72%[inhibitor]	.
Cn1c(=O)cnc2cnc(OCc3ccccc3)nc21	i	.	-75%[inhibitor]	.
COc1ccc(C(=O)N2CCC3(CCCN(Cc4cc(C(F)(F)F)cc(C(F)(F)F)c4)C3)CC2)cc1	i	.	-6%	.
COCCn1c(=O)c(-c2cccc(C#N)c2)nc2cnc(Oc3cccc(Cl)c3)nc21	i	.	-5%	.
Cc1cnc(CNc2ccnc(-c3cccnc3)n2)cn1	-4%	.	-46%[inhibitor]	.
N#Cc1ccc(CN2CC[C@@]3(CCCN(C(=O)c4cccc(F)c4)C3)C2)cc1	0%	.	-9%	.
COCC(=O)N1CCC2(CCN(Cc3ccc(C#N)cc3)CC2)CC1	-8%	.	15%	.
O=c1c(-c2ccccc2)nc2cnc(Nc3ccccc3)nc2n1Cc1cccs1	-15%	.	-8%	.
COc1cccc(Nc2ncc3ncc(=O)n(Cc4ccc(F)cc4)c3n2)c1	-12%	.	-83%[inhibitor]	.
COCCNc1ncnc2ccc(-c3cccc(NS(C)(=O)=O)c3)cc12	-2%	.	-140%[inhibitor]	.
COCC(=O)N1CCC2(CCN(Cc3cc(C(F)(F)F)cc(C(F)(F)F)c3)CC2)CC1	0%	.	5%	.
COc1cccc(Cn2c(=O)c(-c3ccc(Cl)cc3)nc3cnc(N4CCOCC4)nc32)c1	i	.	4%	.
O=C(Nc1ccccc1)N1CC[C@@]2(CCCN(C(=O)c3csnn3)C2)C1	-8%	.	-6%	.

Entries of single compounds, looked up by structure:
COc1ccc(-n2c(=O)c(-c3ccc(F)cc3)nc3cncnc32)cc1 across the screens: RECQ1 helicase: i; TRb SRC2 PPI: .; HTT cytoprotect: -10%; TexasRed fluor: .
CC(=O)NCCNc1nc(-c2ccc3c(c2)OCO3)nc2ccccc12 across the screens: RECQ1 helicase: -4%; TRb SRC2 PPI: .; HTT cytoprotect: -17%; TexasRed fluor: .

Random excerpt: five records from the list, in no set order.
SMILES	RECQ1 helicase	TRb SRC2 PPI	HTT cytoprotect	TexasRed fluor
COc1ccccc1CN1CCC2(CC1)CCN(C(=O)c1cc(C(F)(F)F)cc(C(F)(F)F)c1)CC2	-8%	.	-17%	.
c1cncc(-c2ccc3ncnc(NC4CCNCC4)c3c2)c1	8%	.	8%	.
CC(C)NC(=O)N1CCC2(CC1)CCN(C(=O)c1csnn1)CC2	i	.	-27%	.
COCC(=O)N1CCC2(CCN(Cc3cc(C(F)(F)F)cc(C(F)(F)F)c3)CC2)CC1	0%	.	5%	.
N#CCCn1c(=O)c(-c2ccc(F)cc2)nc2cnc(Oc3ccccc3)nc21	-3%	.	-4%	.

Not all compounds are listed; count on the stated rates, not on these rows.
